# PPARg SRC2 recr: promotes SRC-2 coactivator recruitment by human PPARgamma; P37231; activation, % at 8 µM; PPARgamma LBD-SRC-2 recruitment, biochemical; 0.34% of 200,000 active; in the data active = activation above about 22%;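 also: 0% = vehicle and 100% = reference agonist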
# bIAP inhibitor: blocks bovine intestinal alkaline phosphatase activity; purified bovine IAP, CDP-star luminescence, 30 min; inhibition, % at 20 µM; 190,000 tested, under 10 active; AID 1019;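 active = over 50% inhibition of intestinal alkaline phosphatase at 20 µM in the single-dose screen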
#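 Incubation: 30 min reaction at room temperature / Material: purified bovine intestinal alkaline phosphatase (IAP) enzyme / Input: enzyme at 1/65,000,000 dilution / Dosing: 20 µM single dose / Signal: CDP-star luminescence signal / Reagent: CDP-star chemiluminescent phosphatase substrate, 30 µM final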
# STAT1 inh: reduces IFN-gamma driven STAT1 reporter signal | NIH 3T3 STAT1-luciferase reporter, luminescence | inhibition, % at 5.5 µM | 0.35% of 200,000 active;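 active = inhibition above a set limit, the mean inhibition across all tested compounds plus 3 SD, cut at about 34% in these data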;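 also: 0% = IFN-gamma with DMSO and 100% = IFN-gamma with 300 µM nifuroxazide; values of inactives mirror those of a sister screen read the other way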
# PPARg SRC-1 ag: PPARgamma-driven SRC-1 recruitment agonism; 0.41% of 200,000 active; PPARgamma-SRC-1 coactivator recruitment biochemical assay; activation, % at 8 µM; in the data active = activation above about 19%;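 also: 0% = DMSO and 100% = reference agonist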
# STAT3 activator: increases IL-6 driven STAT3 reporter signal; U3A cells, IL-6 STAT3-luciferase reporter, luminescence; 100% = signal with IL-6 EC80 alone; activation (% of control), % at 5.6 µM; 0.91% of 190,000 active; AID 871;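 active = activation above the screen-wide mean of compound activation plus 3 SD, cut at about 130% in these data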;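 also: 0% = background luminescence of wells with medium and substrate only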
#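 Test system: human U3A cells carrying STAT3-luciferase construct; control set: IL-6-only wells as 100% reference; timing: compound pre-incubation 1 h before IL-6, then 6 h stimulation at 37 °C; also added: IL-6 stimulus at 33 ng/mL final; evaluation: % activation versus median of IL-6-stimulated wells; detection: reporter luminescence signal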
# STAT3 inh: inhibitors of IL-6 induced STAT3 signaling; AID 862; U3A cells, IL-6 STAT3-luciferase reporter, luminescence; host cell line lacks STAT1; inhibition, % at 5.5 µM; 0.89% of 190,000 active;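 active = inhibition above the mean inhibition across all screened compounds plus 3 SD, cut at about 44% in these data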;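 also: 0% = DMSO only wells and 100% = 100 µM nifuroxazide control wells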
# TNAP act hiacc: activators of human TNAP at high phosphate acceptor concentration; P05186; 200,000 tested, under 10 active; purified TNAP, CDP-star luminescence, 1 M DEA, 30 min; stronger effect = higher value; 0 = EDTA background, 1 = DMSO-only activity; activation factor at 20 µM;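 active = activation factor at least 2 at 20 µM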
# Target sequence (P05186 whole entry, looked up): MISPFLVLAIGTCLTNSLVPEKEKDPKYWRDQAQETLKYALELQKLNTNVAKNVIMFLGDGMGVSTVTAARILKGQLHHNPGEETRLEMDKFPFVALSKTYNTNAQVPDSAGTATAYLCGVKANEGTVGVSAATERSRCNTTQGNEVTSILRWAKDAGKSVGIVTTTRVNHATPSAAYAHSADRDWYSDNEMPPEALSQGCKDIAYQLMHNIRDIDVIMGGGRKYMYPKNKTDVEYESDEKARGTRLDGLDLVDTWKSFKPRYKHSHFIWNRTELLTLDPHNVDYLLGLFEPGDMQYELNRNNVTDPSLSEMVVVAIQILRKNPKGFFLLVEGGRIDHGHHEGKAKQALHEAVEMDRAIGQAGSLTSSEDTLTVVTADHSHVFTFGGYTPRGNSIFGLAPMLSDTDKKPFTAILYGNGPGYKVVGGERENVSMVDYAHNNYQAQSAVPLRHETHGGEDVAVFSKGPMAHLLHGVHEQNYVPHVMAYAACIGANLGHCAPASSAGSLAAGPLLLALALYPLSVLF
#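 Dosing: 20 µM single point. System: human TNAP. Amount: TNAP 1/800 final. Incubation: 30 min, room temperature. Read-out: TNAP activation factor scaled between EDTA and DMSO control wells. Signal: luminescence from CDP-star hydrolysis. Medium: 1 M DEA, pH 9.8, Mg2+, Zn2+. Control set: EDTA negative control, DMSO positive control.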
# bIAP act: intestinal alkaline phosphatase (bovine) activation; purified bovine IAP, CDP-star luminescence, 30 min; stronger effect = higher value; fold of DMSO-control signal, blank-subtracted; 0.17% of 200,000 active; activation factor at 20 µM;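 active = activation factor of 2 or more at 20 µM, a signal rise over negative controls twice the positive control's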
# ROMK primary: human ROMK K+ channel modulation, primary screen; 2% of 130,000 active; B-score at 10 µM; P48048; Tet-inducible ROMK, thallium flux fluorescence; actives lie on both sides;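 active = signal ratio slope over the read window, or its plate-corrected B-score, at least 3 SD from the plate mean, either direction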;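 also: B-score of the F/F0 ratio slope over 7 to 12 s after thallium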
# Target sequence (P48048 whole entry, looked up): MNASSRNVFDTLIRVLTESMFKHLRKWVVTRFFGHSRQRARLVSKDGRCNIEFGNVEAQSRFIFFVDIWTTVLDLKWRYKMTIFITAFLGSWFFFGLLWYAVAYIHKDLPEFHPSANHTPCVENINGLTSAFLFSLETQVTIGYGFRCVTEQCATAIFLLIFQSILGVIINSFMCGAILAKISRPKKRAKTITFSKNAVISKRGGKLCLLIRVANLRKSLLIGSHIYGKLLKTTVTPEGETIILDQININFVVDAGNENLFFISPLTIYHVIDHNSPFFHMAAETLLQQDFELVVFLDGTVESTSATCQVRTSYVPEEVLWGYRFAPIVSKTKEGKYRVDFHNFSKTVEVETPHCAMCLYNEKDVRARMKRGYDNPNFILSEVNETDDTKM
# PPARg SRC-3 ag: agonists of human PPARgamma SRC-3 coactivator recruitment. AID 731. biochemical PPARgamma/SRC-3 coactivator recruitment assay. P37231. 0.26% of 200,000 active. activation, % at 8 µM; in the data active = activation above about 23%;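 also: 0% = DMSO and 100% = reference agonist; some compounds past the cut are filed as inactive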
# TR-FRET SRC-2 ct: TR-FRET artefact, counter-screen to PPARgamma/SRC-2 agonist assay | AID 1049 | TR-FRET ratio at 8 µM | 0.4% of 200,000 active | stronger effect = higher value; in the data active = TR-FRET ratio above about 2000; also: inactives centre near 1500
# * marks the source's active call; other numbers are inactive results; i = inactive; . = no result given.
Compound,PPARg SRC-3 ag,bIAP inhibitor,ROMK primary,TR-FRET SRC-2 ct,PPARg SRC2 recr,STAT1 inh,STAT3 inh,TNAP act hiacc,bIAP act,PPARg SRC-1 ag,STAT3 activator
N#CC1=C(N)C2=C(N3CCCCC3)CCCC2C1(C#N)C#N (centres undefined),6,.,1.1,1697,12,3,9,1,0.3,5,98
COC(=O)c1sccc1NC(=O)c1cc(OC)cc(OC)c1,19,17,.,1626,6,-4,20,1,0.8,12,85
COc1cccc(C(=O)OCC(=O)NC(=O)NC2CCCC2)c1O,1,2,0.97,1668,7,-2,21,1.1,1,4,89
Cc1ccc(NC(=O)CN2C(=O)CN(C)C2=O)cc1S(=O)(=O)N1CCCCC1,4,-1,-0.46,1605,5,0,6,1,1,4,104
COC(=O)C1=C(C)NC(C)=C(C(=O)OC)C1C1CC=CCC1 (centres undefined),-5,14,.,1543,9,-2,2,1,0.9,3,101
NC(=O)C1CCN(CCCNC2CC(=O)N(Cc3ccc(N4CCCC4=O)cc3)C2=O)CC1 (centres undefined),1,.,.,1672,6,3,-8,.,.,1,111
O=C(O)CCCC(=O)Nc1ccccc1C(=O)N1CCOCC1,-4,8,0.11,1621,-3,1,12,1,0.9,-6,95
CC1CCCCC1NC(=O)CO/N=C/c1ccccc1OC(F)F (centres undefined),-5,9,-0.11,1457,-5,-8,5,1,0.9,-1,99
O=C(CO/N=C/c1cccc([N+](=O)[O-])c1)NC1CCCCC1,-1,14,.,1512,5,-12,-1,1,0.9,-7,102
Cc1ccc(C(=O)N2Cc3ccccc3CC2C(=O)O)cc1 (centres undefined),1,-5,.,1547,-3,-8,38,1,1.1,-2,73

# Only PPARg SRC-3 ag and PPARg SRC-1 ag, for some of the entries so far:
compound	PPARg SRC-3 ag	PPARg SRC-1 ag
NC(=O)C1CCN(CCCNC2CC(=O)N(Cc3ccc(N4CCCC4=O)cc3)C2=O)CC1 (centres undefined)	1	1
O=C(O)CCCC(=O)Nc1ccccc1C(=O)N1CCOCC1	-4	-6

# The list goes on.
Compound,PPARg SRC-3 ag,bIAP inhibitor,ROMK primary,TR-FRET SRC-2 ct,PPARg SRC2 recr,STAT1 inh,STAT3 inh,TNAP act hiacc,bIAP act,PPARg SRC-1 ag,STAT3 activator
O=C1CC(C(=O)Nc2ccc(Br)cc2)C2(CCCC2)O1 (centres undefined),-9,-5,.,1552,-1,4,6,1,1,-1,99
CCCCC(=O)Nc1cc(Cl)ccc1C(=O)O,-3,7,0.2,1482,-7,-3,10,1,0.9,10,98
CCn1c(COc2ccccc2)nnc1SCC(=O)NCc1ccco1,-3,-20,0.085,1364,-5,1,-2,1,1.2,-8,104
CNC(=S)Nc1cccc(C(=O)O)c1,9,-1,-0.074,1561,6,4,-12,1,1,0,118
C/C(=N\NC(=O)COc1ccccc1-c1ccccc1)c1ccccn1,0,-10,-0.77,1528,0,7,12,1,1.1,2,92
Cc1nn(C(C)C(=O)NC2C(=O)N3C(C(=O)O)=C(CSc4nnnn4C)CSC23)cc1Cl (centres undefined),2,-11,0.16,1622,-3,1,-10,1,1.1,-8,110
COc1ccccc1NC(=O)CSc1nnc(Cc2cccn2C)n1CCc1ccccc1,8,1,.,1652,9,-1,2,1.1,1,9,107
COc1cccc(NC(=O)CSCC(=O)Nc2ccccc2)c1,7,26,2.2,1541,2,-10,-4,1,0.7,-2,104
Cc1ccc(NC(=O)/C(=C/c2cccc([N+](=O)[O-])c2)NC(=O)C2CCCCC2)c(C)c1,5,5,.,1516,-1,0,1,1,0.9,-5,103
CCOc1ccc(NC(=O)CN(C)c2ccc(S(=O)(=O)N(C(C)C)C(C)C)cn2)cc1OCC,8,8,0.43,1663,5,-8,2,1,0.9,9,98

# Individual results from above:
# CCOc1ccc(NC(=O)CN(C)c2ccc(S(=O)(=O)N(C(C)C)C(C)C)cn2)cc1OCC @ TNAP act hiacc: 1
# Cc1ccc(NC(=O)/C(=C/c2cccc([N+](=O)[O-])c2)NC(=O)C2CCCCC2)c(C)c1 @ bIAP act: 0.9

# Further results
Compound,PPARg SRC-3 ag,bIAP inhibitor,ROMK primary,TR-FRET SRC-2 ct,PPARg SRC2 recr,STAT1 inh,STAT3 inh,TNAP act hiacc,bIAP act,PPARg SRC-1 ag,STAT3 activator
NC(=O)SC/C(=N\S(=O)(=O)c1ccccc1)Nc1ccccc1,7,1,.,1638,-5,-5,-5,1.1,1,8,109
Cc1ccc(OCCOCCN2CCCCC2)c([N+](=O)[O-])c1,-3,-8,-0.029,1424,-9,2,0,1,1.1,-5,105
O=C1NN(c2ccc(F)cc2)C(=O)/C1=C\c1cnn(-c2ccccc2)c1,-2,-5,-0.0056,1515,-6,-8,5,1,1.1,2,101
O=C(CN1C(=O)C2C3C=CC(C3)C2C1=O)Nc1cccc2c1CCCC2 (centres undefined),-1,-1,0.21,1584,1,4,-8,1,1,1,108
CCOC(=O)c1cccc(S(=O)(=O)N2CCOCC2)c1,-7,-3,0.6,1340,-2,-8,14,1,1,-3,92
CCOC(=O)C1C(c2cccs2)NC(=O)NC1(O)C(F)(F)F (centres undefined),3,4,1.7,1460,0,5,-1,1.1,1,4,106
CC(C)C(=O)Nc1nnc(Sc2ccc(N(C)C)cc2)s1,9,24,0.77,1676,4,0,-4,1,0.8,-1,103
Nc1ncc(-n2cncn2)c(-c2ccccc2)n1,1,-6,0.67,1470,3,-10,7,1.1,1.1,-1,102
CCOc1ccc(NC(=S)NCCCn2ccnc2)cc1,1,.,.,1297,-3,-5,-9,1,0.5,1,110
NS(=O)(=O)c1ccc(-n2cccc2C=O)cc1,3,-15,-0.75,1607,-9,-2,-1,1,1.2,11,102
CC(C)OC(=O)c1nnn(-c2nonc2N)c1CN1CCc2ccccc2C1,1,-2,0.062,1489,5,4,-3,1,1,1,105
CCOc1ccc(NC(=O)CSc2nnc(Cn3cnc([N+](=O)[O-])n3)n2CC)cc1,-2,0,0.65,1403,-3,4,4,1,1,2,98
CN(Cc1ccccn1)C(=O)CC1C(=O)NCCN1Cc1cccc(Oc2ccccc2)c1 (centres undefined),-5,-4,-0.45,1514,1,4,-6,1,1,-7,111
O=C(O)/C=C\c1ccccc1Oc1cccc(Cl)c1,5,-5,0.75,1542,3,-2,6,1,1.1,1,99
Cc1cccc2cc(COC(=O)C(C)(C)C)c(=O)[nH]c12,4,12,.,1502,-5,-1,17,1,0.9,4,89
O=C(Nc1ccon1)c1sc2ccccc2c1Cl,7,14,-0.91,1451,2,-25,-17,1.1,0.9,-1,118
CC1Cc2ccccc2N1C(=O)CSc1nnc(-c2ccc(S(=O)(=O)N3CCCC3)cc2)n1C (centres undefined),0,-1,-0.4,1528,1,-15,3,1,1,-7,106
COc1cccc(C(=O)O/N=C(\C)c2cnccn2)c1,0,12,-3.6*,1552,2,2,0,1.1,0.9,9,104
CCCOC(=O)C1C2C=C[C@]3(CN(CCc4ccccc4)C(=O)[C@H]13)O2 (some centres undefined),-2,4,-1,1555,-7,3,4,1,1,3,100
COc1ccccc1N1CCN(C(CNC(=O)c2ccc3c(c2)OCO3)c2cccnc2)CC1 (centres undefined),-1,-6,0.033,1393,4,6,8,1,1.1,-2,95
O=C1c2ccncc2C(=O)N1Cc1cccc(Cl)c1,2,-6,.,1489,-7,6,4,1,1.1,0,98
COc1ccc(OCC(=O)Nc2ccc3c(c2)nc2n3CCSC2)cc1,8,12,.,1433,4,-2,17,1,0.9,0,89
COc1cc2ccnc(Cc3cccc(OC)c3OC)c2cc1OC,-4,-4,1.6,1582,-5,21,25,1,1,10,81
CCOC(=O)c1c(C)[nH]c(C(=O)COC(=O)c2ccccn2)c1C,-5,3,.,1743,5,-24,9,1,1,-4,96
CCN(CC)S(=O)(=O)c1cccc(-c2n[nH]c(=S)n2/N=C/c2ccc(OC(F)F)cc2)c1,7,7,.,1459,8,-3,-13,0.9,0.9,-1,107
O=C(c1ccccc1)c1nc[nH]c1C(=O)Nc1ccccc1,6,10,.,1546,12,-3,30,1.1,0.9,-7,84
CCC(C)c1ccc(NC(=S)NC(C)C2CCCO2)cc1 (centres undefined),-1,14,-1.8,1469,-5,-13,1,1.1,0.9,7,104
CCS(=O)(=O)N1CCN(C(=O)c2ccco2)CC1,4,9,-0.14,1640,-3,-1,0,1,0.9,3,100
CC(C)(C)NC(=O)C(c1ccc(F)cc1)N(Cc1cccs1)C(=O)c1ccc(CN2CCOCC2)o1 (centres undefined),2,-9,-0.011,1477,-4,8,2,1,1.1,-8,102
Cc1[nH]nc2c1C(c1cc(Br)cs1)C(C#N)=C(N)O2 (centres undefined),1,-4,-1.8,1623,3,-3,-6,1,1,-1,106
CCOC(=O)N/N=C/c1ccc(F)cc1F,1,13,0.6,1660,5,-15,-2,1,0.9,4,102
COc1cccc(NC(=O)CC2C(=O)NC3CCCCC3N2C(=O)c2ccc(F)cc2)c1 (centres undefined),3,-17,.,1469,-2,13,7,1,1.2,1,97
COc1cccc(CNc2cnc3ccccc3c2)c1O,10,8,-2.1,1635,1,6,35,1,0.9,0,73
O=[N+]([O-])c1cc(C(F)(F)F)ccc1N1CCCC(O)C1 (centres undefined),-1,2,-0.48,1531,5,-12,1,1,1,0,103
CC1(C)CC(=O)C(C=Nc2cc(C(=O)c3ccccc3)ccc2N)=C(O)C1,-1,-10,0.64,1619,4,-5,7,0.9,1.1,3,99
Cc1nn(-c2ccccc2)c(C)c1/C=C/C(=O)OCC(=O)Nc1ncc(Cl)cc1Cl,1,i,.,1564,-9,-1,2,1,11*,-7,98
O=C(COc1ccc(Cl)cc1Cl)NCCCn1ccnc1,-5,-10,-0.56,1523,2,2,2,1,1.1,5,102
COc1ccc(S(=O)(=O)N2CCCCC2)cc1NC(=O)Cc1c[nH]c2ccccc12,6,-12,-1.3,1518,7,10,-17,1,1.1,11,119
O=C(Cc1ccccc1)NC(c1ccco1)c1c(O)ccc2ccccc12 (centres undefined),1,0,-1.5,1512,-2,-3,2,1,1,-4,104
COc1cc(-n2c(=O)c3ccccc3n(Cc3cccc(C)c3)c2=O)cc(OC)c1OC,1,-6,0.27,1415,5,-12,17,1,1.1,-3,94
Cc1cnn(-c2cc(N/N=C/c3ccccc3Cl)ncn2)c1,2,-1,.,1581,2,-4,18,1,1,-2,94
Cc1ccc(CCNC(=O)C2CCCN(S(=O)(=O)c3c(C)noc3/C=C/N(C)C)C2)cc1 (centres undefined),-4,1,.,1733,4,-2,5,1,1,0,100
O=C(CN(Cc1ccco1)C(=O)c1ccccc1)Nc1ccc(Cl)c(Cl)c1,1,9,.,1406,3,5,-15,1.1,0.9,0,112
O=C1CCC(=O)N1CC(=O)N1c2ccccc2Sc2ccccc21,-1,2,0.71,1556,6,-4,6,1,1,5,100
